WRN helicase inh – inhibitors of human WRN helicase; Q14191; WRN helicase unwinding, fluorescent forked duplex, kinetic; Potency, µM (highest dose often 114 µM), without a hit: at the top dose activity change, negative = inhibition, actives largely listed as inhibitors; 360,000 tested, 0.46% active; also: potency is read from the fitted curve at half-maximal effect; % is scaled to controls: 0 for no effect and ±100 for the full control effect; nearly all actives have a fitted effect of over 55% in size
Target sequence (Q14191 whole entry, looked up): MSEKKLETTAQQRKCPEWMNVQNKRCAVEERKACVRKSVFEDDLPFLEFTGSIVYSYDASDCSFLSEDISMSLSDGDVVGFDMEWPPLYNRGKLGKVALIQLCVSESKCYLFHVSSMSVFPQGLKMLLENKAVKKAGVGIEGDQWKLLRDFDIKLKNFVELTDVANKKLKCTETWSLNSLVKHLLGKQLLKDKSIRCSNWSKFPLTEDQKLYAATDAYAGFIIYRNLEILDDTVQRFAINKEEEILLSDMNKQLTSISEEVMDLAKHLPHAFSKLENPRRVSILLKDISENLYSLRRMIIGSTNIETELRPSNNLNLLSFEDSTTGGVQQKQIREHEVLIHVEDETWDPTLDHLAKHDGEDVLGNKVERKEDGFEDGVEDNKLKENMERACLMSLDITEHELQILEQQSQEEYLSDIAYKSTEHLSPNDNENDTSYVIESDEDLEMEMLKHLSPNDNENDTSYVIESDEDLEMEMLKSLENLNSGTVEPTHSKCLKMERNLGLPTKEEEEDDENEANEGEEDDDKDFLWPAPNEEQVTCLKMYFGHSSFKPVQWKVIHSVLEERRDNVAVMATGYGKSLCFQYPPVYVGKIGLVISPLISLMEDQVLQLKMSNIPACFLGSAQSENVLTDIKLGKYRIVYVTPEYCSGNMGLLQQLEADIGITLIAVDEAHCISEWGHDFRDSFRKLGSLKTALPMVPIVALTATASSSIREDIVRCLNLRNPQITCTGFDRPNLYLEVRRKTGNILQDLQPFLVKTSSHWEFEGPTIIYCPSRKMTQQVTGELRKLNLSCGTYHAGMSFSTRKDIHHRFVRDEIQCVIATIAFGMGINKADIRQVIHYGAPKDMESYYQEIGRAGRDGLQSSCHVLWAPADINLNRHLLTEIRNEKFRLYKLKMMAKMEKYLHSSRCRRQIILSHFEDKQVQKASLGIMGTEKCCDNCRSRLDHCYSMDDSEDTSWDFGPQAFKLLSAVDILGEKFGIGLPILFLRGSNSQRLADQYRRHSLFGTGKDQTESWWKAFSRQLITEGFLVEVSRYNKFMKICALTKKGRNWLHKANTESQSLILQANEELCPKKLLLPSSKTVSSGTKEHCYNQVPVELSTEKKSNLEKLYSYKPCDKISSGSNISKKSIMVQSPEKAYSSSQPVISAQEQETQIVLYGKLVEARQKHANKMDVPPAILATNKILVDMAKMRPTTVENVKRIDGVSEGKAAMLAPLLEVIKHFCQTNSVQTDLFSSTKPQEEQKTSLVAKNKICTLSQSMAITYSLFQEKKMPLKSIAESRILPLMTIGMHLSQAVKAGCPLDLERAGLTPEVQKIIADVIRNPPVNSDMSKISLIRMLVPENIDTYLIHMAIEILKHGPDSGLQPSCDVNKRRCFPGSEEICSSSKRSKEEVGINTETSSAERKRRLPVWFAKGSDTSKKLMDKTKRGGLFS
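Kinetic fluorescence helicase assay: unwinding of a quenched forked DNA duplex (100 nM final) with 2 mM ATP final raises red fluorescence (525/598 nm). Compounds sat 15 min at room temperature with 20 nM WRN beforehand.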
Abeta rescue – A-beta toxicity reversal in yeast; yeast expressing A-beta42, growth rescue, OD600, 48 h; response scale: 0% DMSO, 100% iron-clioquinol control; Potency, µM (doses to about 46.1 µM), without a hit: at the highest dose growth rescue, usual class: activators; 410,000 tested, 0.063% active; AID 1347071; also: potency is read from the fitted curve at half-maximal effect; nearly all actives have a fitted effect of over 55% in size
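Growth rescue measured by 600 nm absorbance after 48 h yeast culture at 30 C with compound. Values normalized between DMSO and an equimolar ferric chloride plus clioquinol control.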
EPAC1 antag – blocks human EPAC1 exchange factor | O95398 | EPAC1 GEF assay, Rap1b-BODIPY-GDP exchange fluorescence | AID 720709 | Potency, µM (titrated, usually from 115 µM), without a hit: at the top dose activity change, negative = inhibition, most hits filed as inhibitors | 360,000 tested, 0.14% active;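 also: potency is read from the fitted curve at half-maximal effect; plate controls were vehicle for no effect and positive control for full effect; nearly all actives have a fitted effect of over 50% in size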
IL2 activator – activates IL-2 in a cell-based reporter assay; IL-2 activation reporter assay, cell-based qHTS; stimulated with anti-CD3/CD4/CD28 beads; in transgenic mouse T cells; activation, % (series mostly up to about 46 µM); 360,000 tested, 0.065% active; AID 652025; in the data active = activation above about 50%; inconclusive = mostly about 30% to 49%; also: 0% is about no effect
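Unstimulated transgenic mouse T cells; 60-min compound exposure; bead-based TCR/CD4/CD28 stimulation; 18 h culture, 37 degrees C; dual fluorescence (EGFP, DsRed) plate cytometry.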
EPAC1 ag – EPAC1 (human) agonism. O95398. EPAC1 agonist qHTS, biochemical assay; response scale: 100% = response to 6.5 mM cAMP. 360,000 tested, 0.073% active. Potency, µM (titrated, usually from 154 µM), for inactives: top-dose activation, most hits filed as activators; also: potency is read from the fitted curve at half-maximal effect; nearly all actives have a fitted effect of over 60% in size
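EPAC1 100 nM, Rap1B–BODIPY-GDP 250 nM, unlabeled GDP 50 uM; compound titration; 5 min RT; kinetic read ex480/em540 at 5-min intervals ×30 min; data normalized to 6.5 mM cAMP agonist control.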
FUS suppressor – rescues growth of FUS-expressing yeast; S. cerevisiae FUS-expressing, growth rescue, OD600, 24 h; Potency, µM (doses to about 76.6 µM), without a hit: top-dose growth rescue (activation), actives largely listed as activators; 390,000 tested, 0.24% active; AID 1347120;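 also: potency is read from the fitted curve at half-maximal effect; plate controls were DMSO vehicle for no effect and reference control for full effect; nearly all actives have a fitted effect of over 55% in size; some results filed as inactive show a strong effect at the top dose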
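Steps: raffinose overnight preculture; dilution to OD 0.005 in 2% galactose minimal medium; compound addition (concentration series); 24hr at 30C, 99% humidity; absorbance read at 600 nm.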
aSyn rescue – rescues yeast growth from alpha-synuclein toxicity; Yeast expressing alpha-synuclein, growth rescue, BacTiter-Glo, 24 h; Potency, µM (series often up to 46.1 µM), inactives show at the highest dose growth rescue (activation), actives largely listed as activators; 370,000 tested, 0.14% active; AID 652106; also: potency is read from the fitted curve at half-maximal effect; % of control where 0% means no effect; nearly all actives have a fitted effect of over 65% in size
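Galactose-induced alpha-syn yeast (OD600=0.02, raffinose-pregrown) + pinned cpd, 24 hr, 30 deg C; growth by BacTiter-Glo luminescence. Growth restoration scores as activation.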
PI5P4K alpha inh – blocks human PI5P4K alpha kinase activity; PI5P4Kalpha enzyme, ADP-Glo luminescence, 60 min; active compounds read low; max response, %; 330,000 tested, 1.2% active; active = max response of -50% or lower; inconclusive = between -30% and -50%; inactive = -30% or higher; also: value at the top dose of about 77 µM; % is scaled to controls: 0 for no effect and ±100 for the full control effect
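Controls without substrate or without enzyme flank wells where PI5P4Kalpha converts substrate using 5 microM ATP (final). Incubation lasts 60 minutes at room temperature; ADP formed is read by ADP-Glo luminescence.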
PLK1 PBD block – PLK1 (human) polo-box domain binding inhibition; Potency, µM, for the others: max response, negative = inhibition, most hits filed as inhibitors; 360,000 tested, 2.8% active; P53350; Plk1 PBD binding of FITC phosphopeptide, fluorescence polarization; also: potency is read from the fitted curve at half-maximal effect; series mostly up to about 57 µM; % is scaled to controls: 0 for no effect and ±100 for the full control effect; nearly all actives have a fitted effect of over 65% in size
An asterisk follows results filed as active; ? = inconclusive; nt = not tested or not shown; & = joins results of further samples; [ ] = remark or other dose. Unless noted, calls follow the shape of the dose curve; as a rule, active = well fitted curve in the direction sought with a large enough effect; inconclusive = small, poorly fitted or top-dose-only effect, or another doubt; inactive = no such curve, though single readings can be large; an effect the other way counts as inactive or inconclusive.

cpd	SMILES	WRN helicase inh	Abeta rescue	EPAC1 antag	IL2 activator	EPAC1 ag
1	COCCn1c(SCC(=O)N(C)c2ccccc2)nc2c([nH]c3ccccc32)c1=O	3%	0%	2%	-1.6	-3%
2	COc1cc(OC)cc(C(=O)Nc2ccc(S(=O)(=O)Nc3cc(C)on3)cc2)c1	-16%	-12%	10%	-2.7	1%
3	CC1CC(C)CN(C2CCCCC2NS(=O)(=O)c2ccc(Cl)cc2)C1 (configuration not stated)	4%	-16%	9%	-0.5	7%
4	Cc1ncccc1C(=O)N1CCCC(C(=O)c2ccc3c4c(cccc24)CC3)C1 (configuration not stated)	4%	-11%	11%	-0.7	5%
5	COc1ccc(/C=C/C(=O)NC(=S)NNC(=O)c2c(-c3ccccc3)noc2C)cc1	1%[57.1 µM]	14%	25%	3.6	-4%
6	O=C(NC1CCCc2ccccc21)C1CCN(S(=O)(=O)c2cccc(C(F)(F)F)c2)CC1 (configuration not stated)	-9%[57.1 µM]	1%	11%	-3.2	-9%
7	CC1CCN(c2ccc(N3C(=O)C4CCCCC4C3=O)cc2[N+](=O)[O-])CC1 (configuration not stated)	-26%	-7%	-22%	0.5	-2%
8	CCN1C(=O)[C@H]2[C@@H](c3ccc(-c4cccc(Cl)c4)cc3)N3CCCC[C@@]3(C(=O)OC)[C@H]2C1=O	10%	6%	3%	-0.4	-1%
9	Cc1cnc(=O)[nH]c1SCc1cccc(C(F)(F)F)c1	-13%	-6%	-16%	-0.4	-7%
10	COc1ccc(-c2c(C)cc3oc(=O)cc(-c4ccccc4)c3c2C)cc1	-1%	7%	-3%	0.0	-8%
11	C=CCNc1scc(-c2ccccc2)[n+]1CC=C	2%	7%	-1%	-0.8	-3%
12	Cc1ccc(C(=O)Nc2ccc(S(=O)(=O)N3CCN(C)CC3)cc2)o1	4%	-19%	11%	-3.5	-2%
13	O=C(NCc1ccc(F)cc1)c1cc(C2CCCN(C(=O)c3ccc4ccccc4c3)C2)on1 (configuration not stated)	-2%	15%	-4%	-1.0	-10%
14	COc1ccc(CCN(C)C(=O)c2cc(-c3ccccc3)nc3ccccc23)cc1OC	-35%	-7%	-1%	-1.4	2%
15	CCOC(=O)Nc1ccc2c(c1)N(C(=O)CN1CCN(CCO)CC1)c1ccccc1CC2	2%	12%	2%	-0.2	-2%

cpd	FUS suppressor	aSyn rescue	PI5P4K alpha inh	PLK1 PBD block
1	2%	2%	-3	6%
2	-6%	-2%	0	-5%
3	12%	2%	-1	-25%
4	18%	6%	-1	-7%
5	14%	7%	-8	-26%
6	nt	-8%	-13	-6%
7	nt	0%	-5	-7%
8	?	26%	29	7%
9	-13%	-2%	-2	-6%
10	29%	9%	-2	0%
11	19%	0%	0	-1%
12	10%	-12%	nt	-10%
13	-4%	3%	-3	4%
14	nt	6%	-7	0%
15	28%	0%	0	-5%

Quoted from the listing.
no. 15 in PLK1 PBD block is listed with -5%
no. 12 in EPAC1 ag is listed with -2%
no. 7 in Abeta rescue is listed with -7%

Carrying on.
cpd	SMILES	WRN helicase inh	Abeta rescue	EPAC1 antag	IL2 activator	EPAC1 ag
16	O=C(NC1CCCc2ccccc21)C1CCN(c2c3c(nc4ncnn24)CCC3)CC1 (configuration not stated)	-4%	0%	-3%	5.4	5%
17	CCCC(NC(=O)c1ccco1)c1nc2ccccc2[nH]1 (configuration not stated)	9%	-5%	-4%	-0.1	-2%
18	COc1cccc(NC(=O)CCC(=O)Nc2cc(OC)c(NC(=O)c3cccs3)cc2OC)c1	-25%	0%	-26%	-3.8	5%
19	COc1ccc(/C=C/c2nnc(NC(=O)COc3cccc(C)c3)s2)cc1	0%	8%	-4%	-1.7	-10%
20	Cc1ccc(C)c(NC(=O)COC(=O)CC2c3ccccc3CCN2S(=O)(=O)c2ccc(F)cc2)c1 (configuration not stated)	-13%	-2%	?	-0.5	2%
21	Cc1ccccc1-c1nc(CS(=O)CC(=O)NCCc2ccc(Cl)cc2)c(C)o1 (configuration not stated)	1%	10%&2%	-13%	0.1	-12%
22	NC(=O)c1c(NC(=O)c2ccccc2Cl)sc2c1CCC2	-4%	-7%	-7%	-0.1	1%
23	Clc1cccc(-c2cc3nc4c(c(N5CCN(c6cnccn6)CC5)n3n2)CCCC4)c1	-27%	-2%[9.22 µM]	-4%	-3.8	7%
24	Cc1csc(NC(C)c2nc3cc(C(F)(F)F)ccc3n2CCCO)n1 (configuration not stated)	0%	-13%	-4%	0.6	6%
25	CCc1ccc(N(CC(=O)NC2CCCCC2)C(=O)CNC(=O)c2ccco2)cc1	2%	-15%	-17%	-0.8	4%
26	O=C(Nc1nnc(S(=O)(=O)N2CCN(c3ccc(F)cc3)CC2)s1)c1ccccc1	-2%	13%	-16%	11	-3%
27	COc1ccc(-n2c(C)c(C(C)=O)c(C(C)=O)c2C)cc1	0%	22%	13%	-2.6	-6%
28	O=C1C(=NO)CC(c2ccccc2)N1c1ccccc1 (configuration not stated)	-2%	9%	3%	0.9	9%
29	CCn1c(=O)c2c(O)cc(=O)oc2c2ccccc21	1%	-14%	15%	-2.3	0%
30	S=c1[nH]cnc2scc(-c3ccc(Br)cc3)c12	-8%	?	-3%	-0.2	3%

cpd	FUS suppressor	aSyn rescue	PI5P4K alpha inh	PLK1 PBD block
16	18%	10%	nt	-9%
17	nt	-7%	1	-6%
18	-9%	0%	11	-2%
19	-8%	-3%	-3	1%
20	nt	-1%	4	-20%
21	7%&10%	-13%	7	19µM*
22	-3%	14%	8	1%
23	-43%	-14%	-2	-10%
24	4%	-7%	2	-6%
25	2%	5%	-6	-21%
26	5%	21%	-1	-1%
27	18%	4%	nt	-2%
28	nt	0%	11	0%
29	25%	1%	nt	-9%
30	17%	-3%	-17	?

Other structures:
cpd	SMILES	WRN helicase inh	Abeta rescue	EPAC1 antag	IL2 activator	EPAC1 ag
31	CCCCNC(=S)NNC(=O)c1cc(-c2ccncc2)nc2ccccc12	-9%	-3%	22%	-5.4	-8%
32	Cc1cc(=O)[nH]c(N/N=C/c2ccccc2Cl)n1	-6%	1%	-19%	0.5	13%
33	C[C@@H]1COC(=O)[C@H](Cc2ccc(F)cc2)CC/C=C\C[C@@H](CC(=O)NCCO)C(=O)N1	-1%	5%	-6%	0.2	0%
34	CCn1nnnc1SCC(=O)NNC(=O)C1CCCCC1	-7%	6%	3%	-1.7	9%
35	Cc1cc(C)c2c(c1)cc(C)c1nnc(SCC(=O)Nc3ccc(S(=O)(=O)N4CCCCC4)cc3)n12	1%	0%	4%	-2.0	5%
36	O=C(NCc1ccccn1)C(=O)NCC1OCCN1S(=O)(=O)c1ccc(F)cc1 (configuration not stated)	-5%	9%	-8%	-2.9	5%
37	CCOc1ccccc1NC(=O)c1oc2ccccc2c1NC(=O)C1CCCO1 (configuration not stated)	-3%	3%	-24%	-4.1	11%
38	COc1ccc(-n2c(C)ccc2C)c([N+](=O)[O-])c1	1%	2%	2%	-2.7	3%
39	C[C@@H]1ON(C)[C@H]2C[C@H]3c4[nH]c5ccccc5c4CCN3C[C@@H]12	-3%	-9%	-27%	-3.3	1%
40	COc1ccc(C(C)=O)cc1Cn1c(C)c(C(=O)NCc2cccc(C)c2)sc1=O	3%[57.1 µM]	-4%	-12%	2.9	11%
41	COc1ccc(N2CC(C(=O)Nc3cccc(S(=O)(=O)N4CCCC4)c3)CC2=O)c(OC)c1 (configuration not stated)	-18%	-3%	-7%	-0.1	-36%[inhibitor]
42	O=C(c1ccc(Oc2ccc([N+](=O)[O-])cc2Cl)cc1)N1CCCC1	-2%	-10%	15%	-3.2	-3%
43	O=C(CCNC(=O)C1CCN(S(=O)(=O)c2ccccc2)CC1)NCc1cccc(C(F)(F)F)c1	-1%	9%	8%	-2.1	-3%

cpd	FUS suppressor	aSyn rescue	PI5P4K alpha inh	PLK1 PBD block
31	17%	0%	2	-9%
32	-17%	2%	-1	-12%
33	-2%	4%	-1	-3%
34	5%	2%	nt	2%
35	41%	12%	4	-5%
36	29%	1%	1	-5%
37	2%	4%	-6	-10%
38	16%	-1%	-18	-1%
39	-4%	1%	5	-1%
40	30%	3%	0	-11%
41	39%	-9%	1	-9%
42	11%	0%	-7	-4%
43	?	4%	8	3%

Random excerpt: 5 entries already listed, in no set order.
cpd	SMILES	WRN helicase inh	Abeta rescue	EPAC1 antag	IL2 activator	EPAC1 ag
37	CCOc1ccccc1NC(=O)c1oc2ccccc2c1NC(=O)C1CCCO1 (configuration not stated)	-3%	3%	-24%	-4.1	11%
43	O=C(CCNC(=O)C1CCN(S(=O)(=O)c2ccccc2)CC1)NCc1cccc(C(F)(F)F)c1	-1%	9%	8%	-2.1	-3%
38	COc1ccc(-n2c(C)ccc2C)c([N+](=O)[O-])c1	1%	2%	2%	-2.7	3%
34	CCn1nnnc1SCC(=O)NNC(=O)C1CCCCC1	-7%	6%	3%	-1.7	9%
33	C[C@@H]1COC(=O)[C@H](Cc2ccc(F)cc2)CC/C=C\C[C@@H](CC(=O)NCCO)C(=O)N1	-1%	5%	-6%	0.2	0%

cpd	FUS suppressor	aSyn rescue	PI5P4K alpha inh	PLK1 PBD block
37	2%	4%	-6	-10%
43	?	4%	8	3%
38	16%	-1%	-18	-1%
34	5%	2%	nt	2%
33	-2%	4%	-1	-3%

High-throughput results as filed in PubChem.
